Screens deposited in PubChem BioAssay by Sanford-Burnham Center for Chemical Genomics.
NLRP3 yeast inh – inhibitors of NALP3 inflammasome in yeast | inhibition, % at 10 µM | 330,000 compounds, 0.39% hits | Yeast reconstituted NLRP3/ASC/caspase-1, beta-gal luminescence, 24 h | AID 2825;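 active = inhibition of 50% or more; inactive = inhibition below 50%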;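 also: plate controls were induced DMSO wells for no effect and uninduced yeast grown without galactose for full effect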
SENP8 block-1 – SENP8 (human) protease inhibition; AID 602440; inhibition, % at 20 µM; 360,000 compounds, 0.64% hits; recombinant SENP8, Nedd8 substrate fluorescence; in the data active = inhibition mostly above about 40%, no sharp cut-off; inactive = mostly below about 27%
SENP7 block – SENP7 protease inhibition; Q9BQF6; recombinant SENP7, Z-RLRGG-aminoluciferin luminescence, 40 min; inhibition, % at 5 µM; 330,000 compounds, 1.5% hits; AID 434973;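 active = inhibition above about 50% at the single test dose, limit read from the data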;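 also: plate controls were DMSO with enzyme for no effect and no enzyme buffer wells for full effect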
SENP1 FRET inh – inhibitors of human SENP1 SUMO protease catalytic domain. Q9P0U3. inhibition, % at 10 µM. 360,000 compounds, 0.21% hits. AID 624204. recombinant SENP1 catalytic domain, CyPet-SUMO1-YPet FRET cleavage;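 active = inhibition at least 30% at 10 µM, raw YFP signal under a set limit, fluorescence ratio 0.5 to 1.5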;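 also: 0% = enzyme with DMSO and 100% = no enzyme wells; some results filed as inactive read as strong as hits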
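system = hSENP1 catalytic domain, recombinant | reagent = SFCypet-SUMO1-SFYpet substrate at 25 nM | doses = one dose per compound, 10 µM, 0.5% DMSO | incubation = enzyme reaction for 50 min at room temperature, dark | measured by = FRET, CFP and YFP emission | controls = no-enzyme low, enzyme-DMSO high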
PfGluPho inh – PfG6PD (Plasmodium falciparum) enzyme inhibition | PfGluPho enzyme, NADPH resazurin-diaphorase fluorescence | inhibition, % at 20 µM | AID 504690 | 350,000 compounds, 0.78% hits;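 active = inhibition reaching at least a set limit at 20 µM in the primary screen, cut at about 59% in these data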;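 also: 0% = DMSO wells with substrate and 100% = DMSO wells lacking glucose-6-phosphate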
SENP8 block-2 – inhibitors of human SENP8 protease | 330,000 compounds, 1.2% hits | inhibition, % at 10 µM | purified SENP8, Z-RLRGG-aminoluciferin cleavage, luminescence | Q96LD8 | AID 2540; in the data active = inhibition above about 50%
Apaf-1 inh – human Apaf-1 inhibition | AID 489030 | 330,000 compounds, 0.71% hits | inhibition, % at 20 µM | reconstituted apoptosome caspase-3 activity, DEVD-Rh110 fluorescence; active = inhibition of at least 40% at 20 µM;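 also: plate controls were DMSO wells for no effect and DEVD-CHO caspase inhibitor wells for full effect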
Target sequence (O14727 whole entry, looked up): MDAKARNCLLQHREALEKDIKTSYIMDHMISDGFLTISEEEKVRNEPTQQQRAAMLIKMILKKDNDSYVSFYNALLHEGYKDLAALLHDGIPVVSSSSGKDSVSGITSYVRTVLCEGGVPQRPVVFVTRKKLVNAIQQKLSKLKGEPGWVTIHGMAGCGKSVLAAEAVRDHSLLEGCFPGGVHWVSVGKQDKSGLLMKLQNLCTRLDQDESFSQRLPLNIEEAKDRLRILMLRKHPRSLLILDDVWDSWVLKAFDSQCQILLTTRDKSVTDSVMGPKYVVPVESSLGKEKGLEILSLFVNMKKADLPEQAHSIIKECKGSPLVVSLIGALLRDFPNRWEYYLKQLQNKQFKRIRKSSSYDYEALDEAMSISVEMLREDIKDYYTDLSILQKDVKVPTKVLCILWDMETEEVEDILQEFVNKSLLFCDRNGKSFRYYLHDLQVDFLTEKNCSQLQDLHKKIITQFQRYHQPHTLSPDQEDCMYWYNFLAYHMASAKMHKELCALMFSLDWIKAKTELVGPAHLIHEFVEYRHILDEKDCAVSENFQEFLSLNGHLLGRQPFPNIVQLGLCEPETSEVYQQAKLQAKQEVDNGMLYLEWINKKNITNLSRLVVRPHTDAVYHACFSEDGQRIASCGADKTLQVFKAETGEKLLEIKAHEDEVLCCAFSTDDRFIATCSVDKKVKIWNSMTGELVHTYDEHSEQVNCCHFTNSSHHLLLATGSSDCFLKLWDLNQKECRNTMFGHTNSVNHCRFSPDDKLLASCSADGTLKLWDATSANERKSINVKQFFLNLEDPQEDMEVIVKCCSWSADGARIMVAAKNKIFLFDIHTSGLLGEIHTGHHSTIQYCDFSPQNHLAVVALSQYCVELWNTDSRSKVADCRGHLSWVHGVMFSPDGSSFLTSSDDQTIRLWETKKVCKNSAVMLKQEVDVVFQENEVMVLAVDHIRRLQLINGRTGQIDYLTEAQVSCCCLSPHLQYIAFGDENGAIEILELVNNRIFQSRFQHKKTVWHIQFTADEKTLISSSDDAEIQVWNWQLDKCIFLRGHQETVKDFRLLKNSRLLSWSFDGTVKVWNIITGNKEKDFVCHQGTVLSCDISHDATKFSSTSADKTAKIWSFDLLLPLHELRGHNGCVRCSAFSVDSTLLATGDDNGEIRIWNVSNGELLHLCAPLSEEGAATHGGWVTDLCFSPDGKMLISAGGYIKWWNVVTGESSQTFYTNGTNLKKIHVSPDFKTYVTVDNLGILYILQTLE
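Material: reconstituted apoptosome with Apaf-1, cytochrome c, caspase-9, procaspase-3, dATP; medium: pH 7.5 Hepes buffer with CHAPS, BSA, DTT; also added: cytochrome c and DEVD-Rh110 substrate; timing: 30 min plus 50 min, RT; signal: Rh110 fluorescence intensity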
SENP6 inh – inhibitors of human SENP6 protease; Q9GZR1; Recombinant SENP6 catalytic domain, aminoluciferin luminescence; inhibition, % at 10 µM; 330,000 compounds, 1.8% hits; AID 2599;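 active = inhibition above about 50% at the single tested dose, limit read from the data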;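 also: plate controls were DMSO wells with enzyme for no effect and DMSO wells lacking enzyme for full effect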
HKDC1 inhibitor – inhibitors of human hexokinase HKDC1 | Q2TB90 | recombinant HKDC1, G6PDH/diaphorase resazurin coupled fluorescence | inhibition, % at 20 µM | 340,000 compounds, 0.16% hits | AID 493160;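 active = inhibition above about 35% when tested at 20 µM, limit read from the data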;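 also: plate controls were DMSO wells with enzyme for no effect and DMSO wells lacking enzyme for full effect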
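Material: recombinant HKDC1 hexokinase; Amount: HKDC1 at 5 µg/mL; Medium: Tris pH 8.0 buffer with MgCl2, Tween-20, BSA, BME; Schedule: 90 min reaction incubation at room temperature, dark; Technique: coupled resazurin fluorescence, excitation 525 nm, emission 613 nm.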
Active calls of the source: *; i = inactive; . = no result given.

SMILES	NLRP3 yeast inh	SENP8 block-1	SENP7 block	SENP1 FRET inh	PfGluPho inh	SENP8 block-2	Apaf-1 inh	SENP6 inh	HKDC1 inhibitor
O=C1/C(=C/c2ccccc2)CN(C(=O)CCN2CCOCC2)C/C1=C\c1ccccc1	.	13	.	-1	21	.	.	.	17
O=C(NCCO)NC(=S)c1ccccc1	-1	21	-8	1	-18	-2	1	-4	-4
CCOc1cc(N2CCOCC2)c(OCC)cc1NC(=O)c1ccc(-n2ccnc2)c([N+](=O)[O-])c1	27	19	7	-3	6	3	6	-12	7
Cc1nn(-c2ccccc2)c(N)c1N=O	6	0	-10	-1	1	0	-11	8	-1
COc1ccc(-c2oc3cccnc3c2/C=C/c2ccc(OC)c(OC)c2)cc1	22	i	1	-75	11	-9	15	15	1
Cc1ccc(NC(=O)CCC(=O)N/N=C/c2ccccc2O)cc1	6	-55	1	-10	-21	4	-3	2	-6
CCOc1cc(/C=N/NC(=O)C2CCCC2)ccc1OC(C)C	3	1	-4	1	7	6	10	-3	-2
O=C(NCc1ccccc1F)c1cccc(S(=O)(=O)N2CCCCCC2)c1	14	16	-9	0	-8	-10	15	-8	-2
CCOC(=O)c1cc2sc(C)cc2n1C(C)C(=O)OCC (stereo unspecified)	29	2	5	0	15	2	-10	-17	-2
Cc1nc2c(=O)n(-c3ccc(F)c(Cl)c3)nc(C)c2s1	16	8	-3	2	-7	1	-21	1	-2
COc1ccc2c(CCNC(=O)Nc3ccccc3)c[nH]c2c1	0	5	7	3	-9	4	2	4	6
COc1ccc(C(=O)c2ccc(Cl)c([N+](=O)[O-])c2)cc1	18	8	2	-2	-4	-3	7	21	0
O=C(NCc1ccc(F)cc1)c1cc2ccccn2n1	26	-19	2	0	9	1	-4	-8	0
CCOc1ccc(OCc2ccc(C(=O)N3CCCC3)o2)cc1	34	-2	-14	4	-10	1	-6	-3	-2
Cn1c(SCC(=O)N2CCN(c3ccccc3)CC2)nnc1-c1ccco1	8	12	-1	2	-6	6	-2	-11	-2
COC(=O)c1ccccc1NC(=O)NCc1ccc2c(c1)OCO2	23	-129	6	0	-13	-10	-4	-16	4
OCC1(Cc2ccccc2)CCCN(Cc2ccn[nH]2)C1 (stereo unspecified)	1	16	-2	1	14	-3	1	-29	-8
CC(=O)c1ccc(OC(C)C)c(CSc2nc(O)cc(=O)[nH]2)c1	20	15	-3	1	-1	-6	-10	0	-5
CN(C)/C=N/c1sc2c(c1C#N)CC(C)(C)NC2(C)C	-7	8	2	-1	-2	-3	-10	-18	8
CCn1c(SCc2nc3ccccc3[nH]2)nnc1-c1ccncc1	-1	-109	5	-36	28	6	-19	-2	-5
O=C(O)c1cc(O)ccc1NC(=O)C(c1ccccc1)c1ccccc1	7	-319	-1	2	-12	4	-4	-1	-2
O=S(=O)(/N=C(/Nc1ccc(F)cc1F)c1ccccc1)c1ccccc1	7	9	2	0	3	4	-5	-8	2
O=S(=O)(NCc1ccc(F)cc1)c1ccc(-n2cnnn2)cc1	3	16	1	2	-19	9	5	12	-4
CC1CC(C)(C)NC(=S)N1CCCC(=O)Nc1ccccc1F (stereo unspecified)	3	16	-15	1	3	-8	5	3	-7
CCn1c(Oc2ccc(F)cc2)nc2c1c(=O)n(C)c(=O)n2C	10	2	8	2	-4	1	-14	-7	-3

Sorted by the number under HKDC1 inhibitor (rising): some entries from above.
Molecule	HKDC1 inhibitor
CC1CC(C)(C)NC(=S)N1CCCC(=O)Nc1ccccc1F (stereo unspecified)	-7
Cc1ccc(NC(=O)CCC(=O)N/N=C/c2ccccc2O)cc1	-6
O=S(=O)(NCc1ccc(F)cc1)c1ccc(-n2cnnn2)cc1	-4
Cc1nn(-c2ccccc2)c(N)c1N=O	-1

(further entries)
SMILES	NLRP3 yeast inh	SENP8 block-1	SENP7 block	SENP1 FRET inh	PfGluPho inh	SENP8 block-2	Apaf-1 inh	SENP6 inh	HKDC1 inhibitor
COc1cc2c(cc1OC)C1=C(C#N)CCC(=NC(=O)c3ccc(Cl)cc3)N1CC2	-6	-55	-5	-10	5	-6	2	-12	-3
COc1ccccc1/C=N/NC(=O)c1nnn(-c2nonc2N)c1CSC1=NCCS1	-4	14	1	3	-10	-10	-4	-11	-10
COc1ccc(-c2cnc(OC(C)(C)C)nc2OC(C)(C)C)cc1OC	18	-10	-3	3	-1	-1	-265	4	3
CSc1nnc(C)c(=O)[nH]1	-5	5	5	2	-1	-3	-14	-5	-15
O=C(CSc1nnnn1C1CCCC1)Nc1ccccc1N1CCOCC1	16	-2	-3	0	-9	-7	-2	-3	12
Cc1ccnc(NS(=O)(=O)c2ccc(NC(=O)C3CCCO3)cc2)n1 (stereo unspecified)	10	6	-3	1	0	0	-21	-20	3
Cc1ccc2nc(Nc3nc(C)cc(-c4ccccc4)n3)[nH]c(=O)c2c1	27	27	7	0	1	3	0	-11	-2
Cc1cc(C[n+]2cc(Br)ccc2N)c2ncccc2c1	7	24	5	2	-19	-4	-1	-7	-14
Cn1c(=O)[nH]c(=O)c2c1nc(N1CCNCC1)n2CCOc1ccccc1	1	17	7	0	14	-1	0	-8	-5
COCCCNC(=O)CCc1c(C)nc2c(-c3ccc(F)cc3)c(C)nn2c1C	-3	-26	8	4	-4	-6	-8	-10	-1
CCCc1cc(=O)[nH]c(SCC(=O)NCCC2=CCCCC2)n1	14	20	5	-1	-4	-2	0	6	-10
O=C(CSc1nnc(-c2ccc(C(F)(F)F)cn2)s1)c1ccc(Cl)cc1	0	4	-14	1	-18	-6	-2	-5	-5
O=S(=O)(c1ccc(Br)cc1)n1c(Cc2ccccc2)nc2ccccc21	17	22	-1	1	14	2	2	2	-10
O=C(COC(=O)c1cncc(Br)c1)NCCC1=CCCCC1	9	21	0	-3	-10	-7	12	-4	-2
CCOC(=O)c1nnc(-c2ccccc2)nc1NC	14	10	2	2	-26	-3	-5	-18	-8
Cc1ccc(Cl)c(OCCN2CCCC(C)C2)c1 (stereo unspecified)	26	19	-2	2	-4	-1	-6	-1	-9
O=C(Nc1ccccc1)N1CCN(c2ccc(C(F)(F)F)cn2)CC1	12	-38	-14	1	-1	2	16	-6	3
COc1ccc(C(=O)NCc2ccc(Cl)c(Cl)c2)cc1OC	25	25	4	2	-28	-8	-3	2	18
COC(=O)c1ccccc1-n1c(CCC(=O)O)ccc1-c1ccccc1	12	-126	0	-1	5	2	-1	-1	0
CC1=CC(C)(C)n2c(O)c(N=NC(N)=S)c3c(C)ccc1c32	-7	22	1	4	11	2	-5	-9	-7
COc1cccc(-n2c(=S)sc3c(=O)n(-c4ccccc4OC)c(=S)[nH]c32)c1	-3	22	-10	0	39	-6	0	-10	-2
Cc1ccc([C@@H]2CC=C(C(=O)O)[C@H](c3ccc(F)cc3)N2S(=O)(=O)c2ccc(C)cc2)cc1	-1	5	-6	-2	1	-9	23	1	2
CCOC(=O)c1sc(NC(=O)c2ccc(=O)[nH]c2)nc1C	8	-67	6	-8	-13	-3	14	8	1
Cc1ccc(S(=O)(=O)Nc2nc3ccccc3nc2N2CCOCC2)cc1	-11	i	2	-1	-11	2	-4	0	-2
CCc1ccc(C2c3[nH]c4ccccc4c3CCN2C(=O)c2ccc(=O)n(C)n2)cc1 (stereo unspecified)	0	-76	-2	-16	10	-12	16	-7	-7

(continued)
SMILES	NLRP3 yeast inh	SENP8 block-1	SENP7 block	SENP1 FRET inh	PfGluPho inh	SENP8 block-2	Apaf-1 inh	SENP6 inh	HKDC1 inhibitor
Cc1csc2nc(CNC(=O)c3ccco3)cn12	2	26	9	1	-15	-1	3	2	-3
CC(=O)Nc1ccc(S(=O)(=O)Nc2ccc(N3CCCCC3)cc2)cc1	14	14	5	25	30	11	18	7	13
S=C(NCCN1CCOCC1)Nc1ccc(Cl)c(Cl)c1	4	9	7	3	4	-3	-7	0	16
COC(=O)C(O)(CC(=O)Nc1cc(OC)c(OC)c(OC)c1)C(F)(F)F (stereo unspecified)	21	20	-1	4	-10	3	1	1	-2
Cc1ccnc(NC(=O)C(Cc2ccccc2)NC(=O)c2ccccc2)c1 (stereo unspecified)	10	2	1	5	36	0	2	3	-5
CCOc1cccc(C(=O)Nc2cccc(-c3nc4ncccc4o3)c2C)c1	19	9	7	-3	-3	4	5	-3	-5
CCC(C)(C)NC(=O)CN(C(=O)c1snc(C(N)=O)c1N)c1ccc2c(c1)OCCO2	16	-53	1	0	12	7	-5	-30	-7
O=C(CN1C(=O)c2cccc3cccc(c23)C1=O)N1CCN(Cc2ccc3c(c2)OCO3)CC1	8	-196	3	3	-9	-2	-13	-14	-5
CC1CN(S(=O)(=O)c2cc(C(=O)NCc3ccncc3)ccc2Cl)CC(C)O1 (stereo unspecified)	3	6	4	3	4	-6	-8	-3	-2
O=C(COCc1cc(-c2ccc3c(c2)OCO3)on1)N1CCN(c2ccc(F)cc2)CC1	22	3	3	-1	-7	-1	20	-14	-7
Cc1ccc(C(=O)N2CCN(c3cc(=O)[nH]nc3-c3ccccc3)CC2)cc1	14	3	-3	0	-12	-5	9	-15	-4
CC(NC(=S)N1CCOCC1)c1ccccc1 (stereo unspecified)	-5	13	-6	0	14	-3	-9	-14	-12
CCOC(=O)C1CCCN(c2c(NCCc3ccccc3)c(=O)c2=O)C1 (stereo unspecified)	8	16	4	-1	-8	2	-6	8	-11
Cc1nn(CC(=O)OC(C)C(=O)Nc2ccccc2[N+](=O)[O-])c(C)c1[N+](=O)[O-] (stereo unspecified)	5	12	4	1	-7	3	5	-3	-9
CCn1ncc(Cl)c1C(=O)Nc1ccc2c(c1)CCC2	15	4	5	-2	.	-6	-11	7	.
COc1ccc(CC(NC(C)=O)C(=O)NC2CCN(C(=O)Nc3ccc(Cl)cc3)CC2)cc1OC (stereo unspecified)	14	15	1	1	-12	-1	4	-2	-1
O=C(COc1ccc(Br)cc1Cl)Nn1cnnc1	-7	4	7	0	-4	3	5	4	3
O=c1c2sccc2nc(SCc2cc(=O)n3cc(Cl)ccc3n2)n1Cc1ccccn1	10	-407	-2	-6	29	-5	6	-3	-2
COc1ccc(CNC(=O)C2(CC3CC(c4ccccc4)=NO3)CCN(C(=O)CCCCCBr)CC2)cc1 (stereo unspecified)	23	16	5	5	5	0	7	4	-5
COc1cccc(NC(=O)Nc2ccc3c(c2)OCO3)c1	10	-3	79*	1	19	55*	4	73*	0
C[C@H](CO)N1C[C@H](C)[C@@H](CN(C)CC2CCCCC2)Oc2c(NS(=O)(=O)c3cccs3)cccc2C1=O	7	5	-3	-3	-6	-12	9	-11	-5
CCOc1ccc(CCNC(=O)C2=C(C)C(=O)OC23CCC(C)CC3)cc1OCC (stereo unspecified)	-8	16	2	0	-8	6	5	13	0
CCc1ccc(NC(=O)c2cnn(-c3ccccc3)c2C2CCNCC2)cc1	-1	13	2	1	0	-4	2	-5	-8
COCCNC(=O)/C(C#N)=C/c1c(N2CCN(C)CC2)nc2c(C)cccn2c1=O	11	-281	-1	-25	-20	1	1	-5	2
NC(=O)c1cnn(-c2ccc3ccccc3c2)c1N	27	-7	-9	-20	-3	-20	1	8	-8
